influenza NS1A: H1N1 influenza NS1A inhibitors, functional cell based assay (AID 504329); NS1A functional cell-based assay, percent inhibition; higher % means a stronger effect; inhibition, % at 12.5 µM, or IC50 in µM where a hit was titrated; 0.3% of 340,000 active; in the data active means a potency from the dose series; inconclusive means inhibition above about 27% without an active follow-up result; further: strong numbers were not always called active
inhibitors of VEEV: inhibitors of VEEV TC-83 cytopathic effect, confirmation, Vero cells (AID 588727). 0.13% of 350,000 active. inhibition, % at 20 µM, or IC50 in µM where a hit was titrated. Vero cells, VEEV TC-83 cytopathic effect inhibition; higher % means a stronger effect; in the data active means a potency from the dose series; inconclusive means inhibition mostly from about 14% at the one dose, without a potency; inactive means the rest, 99 in 100 with inhibition below about 12%; further: strong numbers were not always called active
PhoP GFP inhibition: PhoP regulon inhibitors, Salmonella typhi PhoP promoter GFP reporter, confirmatory (AID 1850) | Salmonella Typhi PhoP-promoter GFP reporter, fluorescence, 4 h; higher % means a stronger effect | inhibition, % at 50 µM; hits with a dose series show IC50 in µM | 0.33% of 310,000 active; in the data active means a potency from the dose series; inconclusive means inhibition mostly from about 25% at the one dose, without a potency; inactive means the rest, 99 in 100 with inhibition below about 19%;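 further: 0% = induced wells with vehicle and 100% = uninduced wells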
M. tuberculosis HTS: M. tuberculosis growth inhibition, HTS (AID 449762); M. tuberculosis H37Rv growth inhibition, 7H9 media; higher % means a stronger effect; inhibition, % at 25 µM, or IC50 in µM where a hit was titrated; 0.59% of 330,000 active; in the data active means a potency from the dose series; inconclusive means inhibition above about 70% without an active follow-up result;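 further: bacterial growth assessed after seven days of incubation; strong numbers were not always called active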
M. tuberculosis: growth inhibition of non-replicating M. tuberculosis (AID 488890); Mycobacterium tuberculosis non-replicating, growth inhibition; higher % means a stronger effect; inhibition, % at 25 µM, or IC50 in µM where a hit was titrated; 0.39% of 320,000 active; in the data active means a potency from the dose series; inconclusive means inhibition mostly from about 82% at the one dose, without a potency; inactive means the rest, 99 in 100 with inhibition below about 76%;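 further: plate controls were DMSO cells for no effect and high antibiotic wells for full effect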
inhibitors of VEEV 10K pilot screen: second read-out of inhibitors of VEEV, no call of its own (marks repeat the call); inhibition, %; measured here: 10K pilot screen inhibition
Starred values were filed as active, the others as inactive; i = inactive; ? = inconclusive; nt = no result given.

SMILES	influenza NS1A	inhibitors of VEEV	PhoP GFP inhibition	M. tuberculosis HTS	M. tuberculosis	others
C=CCNc1oc(-c2cccc(F)c2)nc1C#N	21%	i	nt	?	65%
CC1CC(C)CN(C(=O)C(NS(=O)(=O)c2ccc(Br)s2)c2ccccc2)C1 (configuration not stated)	-6%	4.1%	-6%	-4%	45%
CCN(CC)CCCNc1nc2ccccc2c2[nH]c3ccc(OC)cc3c12	20%	i	nt	nt	nt
Cc1nc(N[C@@H](Cc2c[nH]c3ccccc23)C(=O)O)c2oc3ccccc3c2n1	nt	nt	-4%	8%	-19%
Cc1ccccc1CC(=O)NCC1CCCCC1	-8%	i	-8%	-5%	34%
N#CC1(Nc2ccc3ccccc3c2)CCCC1	8%	1.4%	nt	nt	nt
CC12CCC(=O)C=C1CCC1C2CCC2(C)C(C(=O)CO)CC(O)C12 (configuration not stated)	-2%	0.0%	nt	nt	nt
Cc1ccc(NC(=O)CN2C(=O)CN(C)C2=O)cc1S(=O)(=O)N1CCCCC1	0%	0.1%	3%	0%	-9%
CC1CCCCC1NC(=O)CO/N=C/c1ccccc1OC(F)F (configuration not stated)	2%	2.5%	-4%	-2%	46%
COc1cccc(C=NNC(=O)C2CC2)c1	-1%	i	nt	nt	nt
COc1ccc(-c2ccc([C@H]3[C@@H]4C=CCC[C@@]4(C)C(=O)N3Cc3ccccc3)c(F)c2)cc1	1%	1.3%	-3%	58%	30%
COC(=O)C1=C(C)NC(C)=C(C(=O)OC)C1C1CC=CCC1 (configuration not stated)	-1%	5.3%	2%	10%	2%
CCC(NC(=S)NCc1ccc(F)cc1)c1ccc(C(C)C)cc1 (configuration not stated)	-9%	i	-4%	5%	?
COc1ccc(SCCc2nnc(-c3ccccc3)o2)cc1	21%	0.3%	3%	4%	?
O=C1CC(C(=O)Nc2ccc(Br)cc2)C2(CCCC2)O1 (configuration not stated)	nt	nt	1%	-9%	-6%
CCCCn1c(N)c(N(CC)C(=O)CSCc2c(C)noc2C)c(=O)[nH]c1=O	-17%	2.1%	7%	4%	-3%
CC(C)(C)OC(=O)[C@H](Cc1ccccc1)NC(=O)c1nc[nH]c1C(=O)N1CCc2ccccc2C1	-5%	1.6%	2%	3%	78%
COc1ccc(N2CCN(C(=O)C3CCN(S(=O)(=O)c4ccc5c(c4)oc(=O)n5C)CC3)CC2)cc1	-6%	3.4%	3%	4%	5%
Cc1nc(C)n(C(Oc2ccc(Cl)cc2Cl)C(=O)C(C)(C)C)n1 (configuration not stated)	-7%	1.9%	3%	-1%	-11%
O=C(Nc1c(F)cc(F)cc1Br)c1cc(-c2ccccc2)on1	-5%	2.4%	-5%	?	6.3µM*
NC(=O)c1c(NC(=O)c2ccc(F)cc2)sc2c1CCC2	-8%	0.7%	-12%	-13%	5%
Cc1ccc(Nc2nc3nonc3nc2N(C)C)cc1	-24%	0.3%	6%	-5%	-21%
C#CCn1c(CCNC(=O)c2ccco2)nc2ccccc21	6%	i	-10%	0%	-1%
Cc1c(C(=O)NCc2cccnc2)oc2ccc(S(=O)(=O)N3CC(C)CC(C)C3)cc12 (configuration not stated)	1%	i	-13%	3%	14%
COc1ccc(N2CCN(C(=O)CCNS(=O)(=O)c3cc(Br)cnc3N)CC2)cc1	3%	3.8%	8%	1%	-18%
O=C(COC(=O)/C=C/c1cccc([N+](=O)[O-])c1)NCC1CCCO1 (configuration not stated)	0%	i	6%	0%	32%
C/C=C(/C)C(=O)Nc1cccc(C2=NOC3(C2)C[C@@H](C(N)=O)N(C(=O)C2(C)CC2)C3)c1 (some centres not stated)	2%	0.2%	6%	0%	-10%
CCn1c(NC(=O)C(C)C)c(-c2cccs2)c(=O)c2ccccc21	-21%	1.9%	2%	-7%	-11%
COc1ccc(S(=O)(=O)N2CCCCC2)cc1NC(=O)C1CC1C (configuration not stated)	2%	0.1%	nt	-3%	3%
CCOc1cc(CNCCc2cccc(F)c2)ccc1OC	6%	1.9%	11%	36%	14%
O=C(O)CC(SCC(=O)Nc1ccccc1)C(=O)O (configuration not stated)	2%	0.8%	1%	-4%	-1%
COC(=O)c1sc2cc(C(F)(F)F)cnc2c1-c1cccnc1	-1%	2.7%	-4%	11%	14%
CCCC(=O)Nc1ccc(NC(=O)C23CC4CC(CC(C4)C2)C3)cn1	6%	7.1%	0%	-8%	nt
CCOc1ccc2nc(SCC(=O)NC(=O)NCc3ccco3)sc2c1	7%	1.1%	-2%	?	?
O=C(C1=NN[C@@H]2C(=O)N(c3ccccc3C(F)(F)F)C(=O)[C@H]12)c1cnccn1	-19%	i	11%	-2%	-3%
Cc1cccc(N2CCN(C(c3ccc(N(C)C)cc3)c3nnnn3C(C)(C)C)CC2)c1C (configuration not stated)	8%	0.2%	18%	5%	1%
CCOc1ccc(C(=O)CCC(=O)NN2C(=O)NC3(CCCCC3)C2=O)cc1	-3%	1.7%	nt	-3%	-6%
O=C1CSC(c2ccc(F)cc2)N1c1nc2ccccc2s1 (configuration not stated)	-2%	i	8%	25%	22%
CCc1ccc(NC(=S)NCC2CCCN2CC)cc1 (configuration not stated)	-9%	i	7%	-4%	2%
CCCCNc1nc(=S)[nH]c2cc(OC)c(OC)cc12	6%	3.0%	-3%	6%	28%
CC(C)(C)N1CC(c2nc3ccccc3n2CCOc2ccccc2)CC1=O (configuration not stated)	-12%	10%	-8%	0%	17%
CCOc1ccc(-c2cc(C(=O)NN)[nH]n2)cc1	-4%	1.0%	-3%	-9%	-2%
Oc1ccc(/C=N/Nc2nccnc2Cl)c(O)c1	9.1µM*	6.3%	70µM*	2%	1%
CCn1cc(C(=O)NCC(C)C)c(=O)c2cc(F)c(N3CCN(C)CC3)cc21	nt	i	15µM*	26%	19%
O=C(CN1CCN(C(=O)c2cccc(S(=O)(=O)N3CCCC3)c2)CC1)Nc1ccccc1Cl	-18%	0.0%	nt	-6%	15%
CCOC(=O)C1(CC)NC(c2cccc(F)c2)C2C(=O)N(CC)C(=O)C21 (configuration not stated)	10%	0.8%	-8%	-3%	-7%
COc1ccccc1OCCSc1ncnc2nc[nH]c12	-7%	6.2%	-4%	-2%	5%
C#CCOCCOCCOCCNc1nc(N2CCN(C(=O)CCCCCCCCCCNC(=O)Cn3cc(C[C@@H](C)O)nn3)CC2)nc(N2CCN(C(=O)CCCCCCCCCCNC(=O)[C@@H]([C@H](C)O)n3cc(C)nn3)CC2)n1	2%	3.1%	-25%	58%	16%
O=C(Nc1ccccc1-c1ccccc1)c1cccc([N+](=O)[O-])c1	8%	7.5%	-3%	5%	27%
COc1ccc(S(=O)(=O)NCCSCc2ccc(Cl)cc2)cc1NC(C)=O	-1%	1.6%	nt	nt	nt
COc1ccc(CCC(=O)N2CCN(S(=O)(=O)c3ccc4ccccc4c3)CC2)cc1	0%	2.2%	5%	-4%	8%
COc1ccc(S(=O)(=O)Nc2ccc(-c3ccc(N4CCCC4)nn3)cc2)cc1C	-8%	1.8%	4%	-9%	-8%
Cc1ccc(CNC(=O)CCCC(=O)Nc2cc(C)on2)cc1	6%	i	17%	-5%	-12%
Nc1c(Cl)cnc(C(Cl)(Cl)Cl)c1Cl	-19%	0.5%	-1%	-2%	5%
CCN(CC)S(=O)(=O)c1cccc(NC(=O)CCNC(=O)NC23CC4CC(CC(C4)C2)C3)c1	-1%	6.2%	0%	35%	40%
O=C(Cn1cc([N+](=O)[O-])cn1)NC1CCCCCC1	0%	i	12%	2%	-10%
C(#CCN1CCOCC1)COCC#Cc1ccccc1	-10%	0.8%	-11%	-3%	35%
O=C1N/C(=C/c2ccc(N3CCOCC3)o2)C(=O)N1c1cccc(Cl)c1	12%	8.4%	-5%	6%	-2%
CCOC(=O)C1CCCN(CCC(=O)Nc2ccc(F)c(F)c2)C1 (configuration not stated)	-7%	0.8%	2%	0%	-1%
CCCc1c(O)nc(SC2CC(=O)N(c3cc(OC)ccc3OC)C2=O)[nH]c1=O (configuration not stated)	13%	0.8%	0%	1%	3%	inhibitors of VEEV 10K pilot screen=1.3

Not a retest: 19 of the compounds above.
SMILES	influenza NS1A	inhibitors of VEEV	PhoP GFP inhibition	M. tuberculosis HTS	M. tuberculosis	others
C=CCNc1oc(-c2cccc(F)c2)nc1C#N	21%	i	nt	?	65%
CC1CC(C)CN(C(=O)C(NS(=O)(=O)c2ccc(Br)s2)c2ccccc2)C1 (configuration not stated)	-6%	4.1%	-6%	-4%	45%
CCN(CC)CCCNc1nc2ccccc2c2[nH]c3ccc(OC)cc3c12	20%	i	nt	nt	nt
Cc1nc(N[C@@H](Cc2c[nH]c3ccccc23)C(=O)O)c2oc3ccccc3c2n1	nt	nt	-4%	8%	-19%
Cc1ccccc1CC(=O)NCC1CCCCC1	-8%	i	-8%	-5%	34%
N#CC1(Nc2ccc3ccccc3c2)CCCC1	8%	1.4%	nt	nt	nt
CC12CCC(=O)C=C1CCC1C2CCC2(C)C(C(=O)CO)CC(O)C12 (configuration not stated)	-2%	0.0%	nt	nt	nt
Cc1ccc(NC(=O)CN2C(=O)CN(C)C2=O)cc1S(=O)(=O)N1CCCCC1	0%	0.1%	3%	0%	-9%
CC1CCCCC1NC(=O)CO/N=C/c1ccccc1OC(F)F (configuration not stated)	2%	2.5%	-4%	-2%	46%
COc1cccc(C=NNC(=O)C2CC2)c1	-1%	i	nt	nt	nt
COc1ccc(-c2ccc([C@H]3[C@@H]4C=CCC[C@@]4(C)C(=O)N3Cc3ccccc3)c(F)c2)cc1	1%	1.3%	-3%	58%	30%
COC(=O)C1=C(C)NC(C)=C(C(=O)OC)C1C1CC=CCC1 (configuration not stated)	-1%	5.3%	2%	10%	2%
CCC(NC(=S)NCc1ccc(F)cc1)c1ccc(C(C)C)cc1 (configuration not stated)	-9%	i	-4%	5%	?
COc1ccc(SCCc2nnc(-c3ccccc3)o2)cc1	21%	0.3%	3%	4%	?
O=C1CC(C(=O)Nc2ccc(Br)cc2)C2(CCCC2)O1 (configuration not stated)	nt	nt	1%	-9%	-6%
CCCCn1c(N)c(N(CC)C(=O)CSCc2c(C)noc2C)c(=O)[nH]c1=O	-17%	2.1%	7%	4%	-3%
CC(C)(C)OC(=O)[C@H](Cc1ccccc1)NC(=O)c1nc[nH]c1C(=O)N1CCc2ccccc2C1	-5%	1.6%	2%	3%	78%
COc1ccc(N2CCN(C(=O)C3CCN(S(=O)(=O)c4ccc5c(c4)oc(=O)n5C)CC3)CC2)cc1	-6%	3.4%	3%	4%	5%
Cc1nc(C)n(C(Oc2ccc(Cl)cc2Cl)C(=O)C(C)(C)C)n1 (configuration not stated)	-7%	1.9%	3%	-1%	-11%

Going on with the list:
SMILES	influenza NS1A	inhibitors of VEEV	PhoP GFP inhibition	M. tuberculosis HTS	M. tuberculosis	others
COc1ccc(NC(=O)COc2nc3ccccc3nc2N2CCOCC2)c(OC)c1	-1%	0.4%	0%	-4%	-16%
O=C(NCc1ccc(F)cc1F)Nc1cnccc1C(F)(F)F	2%	1.3%	-4%	4%	-16%
O=C(NC1Cc2ccccc2C1)c1cc(COc2ccc(F)cc2Cl)on1	-1%	2.3%	-3%	1%	-58%
CCOC(=O)c1cn(CC(=O)Nc2cccc(Cl)c2)nn1	-2%	0.3%	-7%	-2%	10%	inhibitors of VEEV 10K pilot screen=1.3
CC(NC(=O)CC1SC(N)=NC1=O)c1ccccc1 (configuration not stated)	1%	i	8%	-12%	-1%
Cc1ccc(CN(Cc2cccnc2)C(=O)CN2C(=O)COc3ccccc32)o1	15%	3.8%	-4%	-1%	31%
Cc1nn(-c2ccccc2)c(C)c1CN	2%	0.1%	7%	3%	6%
O=C(CCc1ccc(S(=O)(=O)N2CCOCC2)cc1)OCc1nc2ccccc2s1	-4%	i	8%	18%	?
CCCn1nnc(NC(=O)c2ccc(Cl)cc2Cl)n1	3%	0.0%	-3%	-5%	1%
Cc1cc(=O)[nH]c2cc(Cl)ccc12	-5%	0.7%	3%	0%	4%
COc1ccc(/C=C(\NC(=O)c2ccco2)C(=O)N2CCCCC2)cc1	-1%	1.2%	12%	-5%	-6%
COc1cc(OC)cc(C(=O)Nc2ccc3c(c2)OCCO3)c1	21%	0.0%	-1%	-2%	17%
COC(=O)C1C(=O)C=C(Nc2ccc(F)cc2)CC1c1ccc(OC)cc1 (configuration not stated)	-3%	0.8%	0%	1%	1%
Cc1occc1C(=O)NCCCCc1ccccc1	-4%	0.4%	7%	-14%	nt
COc1ccc(-c2csc(NC(=O)Cn3nc(C)cc3C)n2)cc1	4%	0.3%	7%	0%	9%

From PubChem
